# EP2 modulator – EP2 receptor (human) modulation | P43116 | EP2-expressing cells, cAMP HTRF FRET, PGE2 co-stimulation | induction, % at 25 µM | hit rate 0.83% among 260,000 | AID 940;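 active = compounds whose cAMP rise, as percent of the full-agonist control response, exceeds 60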;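 note: rat C6 glioma line stably carrying human EP2 under a CMV promoter; the protocol text gives 20 µM as final concentration; 100% = response of wells given 1 µM PGE2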
# Target sequence (P43116 whole entry, looked up): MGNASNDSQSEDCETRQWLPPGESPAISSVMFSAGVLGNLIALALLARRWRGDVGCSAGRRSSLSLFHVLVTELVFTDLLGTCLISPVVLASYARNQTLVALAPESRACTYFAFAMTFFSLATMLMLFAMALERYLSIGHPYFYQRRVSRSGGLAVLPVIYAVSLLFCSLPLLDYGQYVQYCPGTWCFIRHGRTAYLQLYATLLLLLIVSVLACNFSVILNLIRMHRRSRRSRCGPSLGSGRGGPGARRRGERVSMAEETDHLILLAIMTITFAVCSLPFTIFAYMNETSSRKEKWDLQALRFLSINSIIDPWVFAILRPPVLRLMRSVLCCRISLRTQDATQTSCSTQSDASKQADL
# S1P4 ag – agonists of human S1P4 receptor. activation, % at 4.98 µM. S1P4-expressing cell line, agonist reporter assay. AID 1509. hit rate 0.35% among 220,000; in the data active = activation above about 11%;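 note: 0% = DMSO vehicle and 100% = reference agonist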
# Target sequence (O95977 whole entry, looked up): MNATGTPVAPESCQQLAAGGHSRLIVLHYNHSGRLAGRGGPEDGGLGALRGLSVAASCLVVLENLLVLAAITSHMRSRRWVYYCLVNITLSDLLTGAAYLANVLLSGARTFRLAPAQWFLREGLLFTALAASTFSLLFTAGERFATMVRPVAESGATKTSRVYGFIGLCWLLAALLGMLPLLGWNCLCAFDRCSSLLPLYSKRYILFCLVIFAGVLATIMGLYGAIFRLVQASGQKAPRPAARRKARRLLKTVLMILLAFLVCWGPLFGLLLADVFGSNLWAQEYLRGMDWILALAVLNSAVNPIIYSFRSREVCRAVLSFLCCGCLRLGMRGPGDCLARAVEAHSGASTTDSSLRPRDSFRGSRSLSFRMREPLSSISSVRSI
# NPY2 pot ag – human NPY-Y2 potentiation or agonism, primary screen. P49146. cells expressing NPY-Y2, potentiator/agonist read-out. activation, % at 3.6 µM. hit rate 0.45% among 220,000. AID 1359; in the data active = activation above about 27%;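 note: cells stimulated with NPY near EC25 plus isoproterenol at EC100; 0% = vehicle plus submaximal agonist and 100% = vehicle plus saturating agonist; some results beyond the cut were filed as inactive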
# NPY-Y1 PAM-ag – potentiators or agonists of human neuropeptide Y receptor Y1 | activation, % at 3.6 µM | NPY-Y1 expressing cells, potentiator/agonist activation | AID 1304 | hit rate 0.37% among 220,000 | P25929; in the data active = activation above about 33%, passing the limit was not always enough;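 note: cells stimulated with NPY at EC10 then isoproterenol at EC100; 0% = low agonist plus stimulus and 100% = saturating agonist plus stimulus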
# eIF4E-4G inh – inhibitors of eIF4E and eIF4G interaction in translation initiation. P63073+Q04637. hit rate 0.37% among 220,000. inhibition, % at 21.7 µM. TR-FRET eIF4E-eIF4GI(517-606) binding, 2 h;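 active = inhibition above about 30%, limit read from the data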;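 note: 0% = full FRET control wells and 100% = background wells lacking eIF4GI fragment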
# p97 ATPase inh – human p97 ATPase inhibition | P55072 | recombinant p97 ATPase, Kinase-Glo ATP luminescence, 3 h | inhibition, % at 8 µM | hit rate 0.42% among 220,000; in the data active = inhibition above about 15%;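 note: 0% = DMSO vehicle and 100% = wells lacking enzyme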
# S1P4 antagonist – blocks the human S1P4 receptor. O95977. S1P4-expressing cells, antagonist mode, reporter read-out. inhibition, % at 4.98 µM. hit rate 0.26% among 220,000. AID 1510; in the data active = inhibition above about 29%;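 note: 0% = wells stimulated with agonist and 100% = vehicle wells without agonist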
# NPY-Y1 antag – NPY-Y1 (human) receptor antagonism; HEK293-CNG Y1 cells, membrane potential fluorescence; NPY at EC95, then isoproterenol; P25929; hit rate 1% among 200,000; inhibition, % at 3.6 µM;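 active = inhibition above the campaign mean inhibition of all tested compounds plus 3 SD, cut at about 20% in these data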;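 note: 0% = DMSO wells given NPY plus isoproterenol and 100% = isoproterenol alone without NPY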
#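 Test system – HEK293 Y1/CNG channel cell line · Also added – NPY agonist 25 nM, then isoproterenol 1 µM plus Ro 20-1724 25 µM · Compound dosing – one concentration, 3.6 µM, in 0.4% DMSO · Schedule – compound incubation 1 h at room temperature, readout 45 min post-stimulation · Technique – fluorescence, membrane potential probe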
# EP2 antag – blocks the human prostaglandin E2 receptor EP2; P43116; C6 glioma cells expressing human EP2, cAMP TR-FRET; cells stimulated with saturating PGE2; inhibition, % at 25 µM; hit rate 0.52% among 260,000; AID 1422;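 active = percent inhibition above 40 after rounding to a whole number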;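 note: rat C6 glioma host cells with rolipram phosphodiesterase inhibitor present; the protocol text gives 20 µM as final concentration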
# An asterisk follows results filed as active; / = not tested or not shown; & = joins results of further samples; [ ] = dose if it differs, or a comment. The list is partial (hit frequency here may not be typical).
Molecule,EP2 modulator,S1P4 ag,NPY2 pot ag,NPY-Y1 PAM-ag,eIF4E-4G inh,p97 ATPase inh,S1P4 antagonist,NPY-Y1 antag,EP2 antag
CCOC(=O)C1=C(C)Nc2nc(C)nn2C1c1ccc(OC)c(OC)c1 (configuration not stated),-8,-0.9,0,-1,5,5,12,4,6
COc1ccc(N/C(C)=C2/C(=O)C(=O)N(CCO)C2c2ccc([N+](=O)[O-])cc2)cc1 (configuration not stated),12,0.2,10,2,4,3,-8,4,19
CCC(=O)Nc1ccc(/C(C)=N\NC(=O)c2ccc(C)s2)cc1,-55,-1.6,8,15,5,2,-9,4,20
COc1ccc(NC(=O)CCN2C(=O)C3CC=C(Cl)CC3C2=O)cc1 (configuration not stated),11,2.5,2,-31,2,3,9,1,8
CCc1nn(C(C)C(=O)NCCc2ccc(OC)c(OC)c2)c(=O)c2cc3occc3n12 (configuration not stated),2,-0.8,11,4,-1,3,-20,0,3
COc1ccc(N/C(=N\c2nc(C)cc(C)n2)NC(C)=O)cc1OC,30,-0.4,-4,-9,-18,1,-11,-6,4
O=C(NC(n1ccc(=O)[nH]c1=O)C(Cl)(Cl)Cl)C12CC3CC(CC(C3)C1)C2 (configuration not stated),37,-2.7,-55,-4,1,6,2,/,1
O=C1c2ccccc2C(=O)N1CNc1ccccc1,12,1.4,11,-10,-5,6,-5,-1,7
CN(C)S(=O)(=O)N1CCC(CO)(Cc2cccc(C(F)(F)F)c2)CC1,-28,1.6,-8,0,-4,3,-4,6,8
COC(=O)CCC(=O)Nc1cccc([N+](=O)[O-])c1,-11,-2.5,5,-9,-1,7,-12,-2,7

Molecule,EP2 modulator,S1P4 ag,NPY2 pot ag,NPY-Y1 PAM-ag,eIF4E-4G inh,p97 ATPase inh,S1P4 antagonist,NPY-Y1 antag,EP2 antag
CC(C)(CO)NC(=O)CCCOc1ccc(Cl)cc1Cl,-16,0.5,-3,-34,-1,0,-15,-2,9
CC(C)COc1cccc(C(=O)NC(=S)Nc2cccc(NC(=O)c3ccccc3Cl)c2)c1,-40,-1.2,3,3,-19,-5,-32,-1,1
CCOc1ccccc1C(=O)Nc1cnn(Cc2ccc(F)cc2)c1,-14,-0.7,-5,-17,7,-5,-14,-2,7
CN(CCOC(=O)c1ccccc1)Cc1ccccc1,21,-0.6,-5,13,15,3,-2,8,8
CCOC(=O)c1c(-c2ccccc2)csc1NC(=O)c1ccc(S(=O)(=O)N2CC(C)OC(C)C2)cc1 (configuration not stated),34,2.9,-1,0,3,5,13,-5,2
CC(=O)c1ccc(-c2nnc(CCC(=O)N(C)Cc3cccc4cnccc34)o2)s1,-1,-0.2,-4,-3,3,0,-24,-3,2
COCCNC(=O)COC(=O)/C=C/c1cnc2ccccc2n1,9,0.3,-3,18,16[fluorescence artefact?],1,-4,-4,1
COCCNS(=O)(=O)c1ccc(-c2ccc(C)cc2)cc1,11,-2.5,7,-12,3[fluorescence artefact?],0,-12,5,4
Cc1ccc2[nH]c(=O)c(CN(C(=O)c3cccs3)c3ccccc3)cc2c1,13,0.1,-11,-10,3[fluorescence artefact?],-1,-14,6,4
Cn1c(=O)c2c(O)c([N+](=O)[O-])c(=O)n(C)c2n(C)c1=O,6,0.1,-5,-5,-1,0,-18,/,11

Molecule,EP2 modulator,S1P4 ag,NPY2 pot ag,NPY-Y1 PAM-ag,eIF4E-4G inh,p97 ATPase inh,S1P4 antagonist,NPY-Y1 antag,EP2 antag
CCOC(=O)CSc1nc(-c2ccccc2)cc(C(F)(F)F)n1,21&23,-0.6,-4,-30,5,2,3,6,25&11
CN1C(=O)/C(=C2\SC(N)=NC2=O)c2ccccc21,-2,0.5,11,27,0[fluorescence artefact?],0,-15,-2,/
Cc1nc2nc(SCC(=O)N3CCOCC3)nn2c(C)c1Cc1c(F)cccc1Cl,-13,-1.0,-6,-24,-6,2,-20,2,11
COc1ccc(-c2nn(-c3ccccc3)cc2N)cc1,-28,1.3,-2,6,-4,4,-16,1,9
COc1ccc(N=C2C(=Nc3ccc(OC)cc3)N(c3ccc(N(C)C)cc3)C(=S)N2c2ccc(OC)cc2)cc1,0,3.8,2,-16,-3,2,7,-4,8
Cc1ccc(NC(=O)c2ccccc2)s1,-12,-1.8,11,15,-10,-3,-17,-9,10
Nc1nc(SCC(=O)N2CCCC2)[nH]c(=O)c1-c1ccccc1,-1,2.6,-4,-25,-6,-4,2,0,4
O=C(c1ccc2ccccc2c1)N1CCN(S(=O)(=O)/C=C/c2ccccc2)CC1,-81,-0.2,-10,-17,-1,3,-1,2,4
CCS(=O)(=O)Nc1cccc(C2=NN(S(C)(=O)=O)C(c3ccccc3)C2)c1 (configuration not stated),-21,1.2,-8,20,2,6,7,2,4
NC1=NC(=O)CC(C(=O)NCCc2ccccc2)S1 (configuration not stated),10&-12,0.5,-2,-13,-1[fluorescence artefact?],7,-15,5,12&2

Molecule,EP2 modulator,S1P4 ag,NPY2 pot ag,NPY-Y1 PAM-ag,eIF4E-4G inh,p97 ATPase inh,S1P4 antagonist,NPY-Y1 antag,EP2 antag
CCOC(=O)CSc1nc2cc(C(F)(F)F)cnc2n1C,11,0.1,-1,8,3,8,11,/,10
Cc1ccc(NC(=O)CN2C(=O)NC3(CCc4ccccc43)C2=O)cc1 (configuration not stated),-20,-0.6,-7,7,1,-1,1,-4,0
CCOC(=O)c1c(-c2ccc(-c3ccccc3)cc2)csc1NC(=O)C1C2CCC(O2)C1C(=O)O (configuration not stated),-15,-1.2,4,29,12,-2,-7,-3,6
Cc1ccc(NC(=O)CSc2nc3ccccc3c(=O)n2CCCC(=O)N2CCCC2)cc1,28,1.1,9,16,-8,3,9,-6,4
Cc1ccc(C(=O)Cc2nnc(C)s2)cc1,-3,-1.7,-18,-28,-1[fluorescence artefact?],-10,4,1,9
CCC(Sc1nc2n[nH]c(C)c2c(=N)n1-c1cccc(Cl)c1)C(=O)NCCOC (configuration not stated),-61,-0.6,-8,-25,2,-4,-13,1,13
Cn1cc(CCC(=O)N2CCCC(C(=O)c3cccc4ccccc34)C2)cn1 (configuration not stated),-29,1.3,4,-13,0,-7,0,-3,0
Cc1ccc(C)c(CSCC(=O)NCc2cccs2)c1,-16,1.6,18,3,-3,2,-19,0,3
O=C(Cn1cnc2ccccc2c1=O)NCCC(=O)Nc1ccc2c(c1)OCCO2,21,2.5,1,4,3,-1,-9,3,7
O=c1c(-c2n[nH]c(=S)o2)cccn1Cc1ccccc1,-17,0.5,-2,-7,4,2,5,4,6

Molecule,EP2 modulator,S1P4 ag,NPY2 pot ag,NPY-Y1 PAM-ag,eIF4E-4G inh,p97 ATPase inh,S1P4 antagonist,NPY-Y1 antag,EP2 antag
CC(=O)Nc1ccc(OC(F)(F)C(F)F)c(NC(C)=O)c1,3,-0.5,3,-6,-13,0,6,2,3
COc1ccc(S(=O)(=O)Nc2ccccc2C(=O)NCc2ccco2)cc1,11,1.1,-4,-11,-1,2,-15,-2,5
CC(=O)Nc1cccc(-c2nc3ccccc3[nH]2)c1,-15,-1.6,-1,-6,1,5,3,0,10
Cc1ccc(CN2CC(C(=O)O)CC2=O)cc1 (configuration not stated),30,2.2,-16,-4,-7[fluorescence artefact?],8,4,3,3
COc1ccccc1CCNC(=O)CSc1nnc2ccc(-c3cccnc3)nn12,21,0.5,5,15,0,2,6,-1,7
Cc1ccc(CNC(=O)C(NS(=O)(=O)c2cccs2)C(C)C)cc1 (configuration not stated),-8,-0.8,8,23,/,6,-19,3,9
COc1cccc(NC(=O)c2cc(-c3ccncc3)nc3c(C)cc(C)cc23)c1,15,-0.7,-67,-62,-4,-1,12,22*,17
CCOC(=O)c1ccc(NC(=O)CN(Cc2ccc(Cl)cc2)S(C)(=O)=O)cc1,-19,-2.9,3,15,2[fluorescence artefact?],0,-13,-8,5
Cn1c2ccccc2c(=O)c2c(=O)n(Cc3ccccc3)c(-c3ccc(F)cc3)nc21,19,-0.8,-9,-30,7,4,0,/,10
Cn1c(=O)c2c(ncn2CC(=O)N/N=C/C(Br)=C/c2ccccc2)n(C)c1=O,-1,2.3,-8,-21,-4,1,-4,-2,19

# One compound at a time, as listed above. Order of screens: EP2 modulator | S1P4 ag | NPY2 pot ag | NPY-Y1 PAM-ag | eIF4E-4G inh | p97 ATPase inh | S1P4 antagonist | NPY-Y1 antag | EP2 antag
# Entry for COc1ccc(S(=O)(=O)Nc2ccccc2C(=O)NCc2ccco2)cc1 → 11 | 1.1 | -4 | -11 | -1 | 2 | -15 | -2 | 5
# Entry for CC(=O)Nc1cccc(-c2nc3ccccc3[nH]2)c1 → -15 | -1.6 | -1 | -6 | 1 | 5 | 3 | 0 | 10
# Entry for CC(=O)Nc1ccc(OC(F)(F)C(F)F)c(NC(C)=O)c1 → 3 | -0.5 | 3 | -6 | -13 | 0 | 6 | 2 | 3

# (cont.)
Molecule,EP2 modulator,S1P4 ag,NPY2 pot ag,NPY-Y1 PAM-ag,eIF4E-4G inh,p97 ATPase inh,S1P4 antagonist,NPY-Y1 antag,EP2 antag
c1ccc(Cn2c(-c3ccccc3)nc3nc4ccccc4nc32)cc1,67*,-0.9,-11,-30,5[fluorescence artefact?],4,-9,6,11
CC(Sc1ccc2c(c1)OCCO2)C(=O)Nc1ncc(Cl)cc1Cl (configuration not stated),-59,1.4,-12,17,3,-1,-10,4,10
CNC(=S)N1N=C(c2ccc(C)cc2)CC1c1ccc(N(C)C)cc1 (configuration not stated),6,1.4,0,10,-1,2,-8,2,6
COc1nc(C)nc(NC(=O)NS(=O)(=O)c2ccc(C)cc2)n1,22,1.6,-7,4,2[fluorescence artefact?],-5,6,6,7
COc1ccc(Cl)cc1NC(=O)c1cc(-c2ccccc2O)n[nH]1,-6,1.0,16,-7,3[fluorescence artefact?],3,-6,-8,5
CCCC1(CCC)C(=O)NC(=NCCc2ccc(OC)c(OC)c2)NC1=O,-3,1.3,6,1,2,6,-11,1,5
O=C1c2ccccc2NC(c2cnc3ccccc3n2)N1O (configuration not stated),-11,0.3,-11,-6,-5,0,15,-2,11
COc1ccc(NC(=O)c2nn(C)cc2[N+](=O)[O-])cc1,-26,-0.1,24,15,3,4,10,/,9
Cc1ccc(NS(=O)(=O)c2ccc3c(c2)C(=O)c2ccccc2C3=O)c(C)c1,-58,0.1,5,-4,9,1,3,6,7
CC(/C=C/c1cccs1)=C\C(=O)O,38,-0.5,4,3,0,3,-6,13,12

Molecule,EP2 modulator,S1P4 ag,NPY2 pot ag,NPY-Y1 PAM-ag,eIF4E-4G inh,p97 ATPase inh,S1P4 antagonist,NPY-Y1 antag,EP2 antag
Cc1cc2cc(CN3C(=O)c4ccccc4C3=O)ccc2[nH]1,22,3.4,-10,-18,-1,6,0,1,7
COc1cc(/C=N/NC(=O)CCc2n[nH]c(=O)[nH]c2=O)cc(OC)c1OC,-8,-2.2,-3,8,-3,7,-6,3,3
O=C(Nc1cc(C(F)(F)F)ccc1F)C1CCCC1,2,-1.5,5,4,2,1,-7,5,8
O=[N+]([O-])c1ccc(NCCCN2CCOCC2)c([N+](=O)[O-])c1,-1,-0.2,1,21,0,6,-18,1,11
O=C(Nc1ccc(C(=O)O)cc1)/C(=C\C=C\c1ccccc1)NC(=O)c1cccc(Br)c1,-3,1.8,-2,-1,-1,-4,-13,7,8
COc1ccccc1C(O)c1nccn1C (configuration not stated),20,0.5,-13,11,4,11,-16,/,5
CC(C)CCNC(=O)c1ccc2c(c1)ncn2C1CCCCC1,-7,-0.4,-35,12,-2,-12,-1,2,7
